Compound activity (PubChem)
Y pestis TopoI = blocks Yersinia pestis topoisomerase I activity; Y. pestis Topo-I cleavage product accumulation, plate reader; activity, % at 10 µM; actives 0.064% (n = 360,000); AID 504884; in the data active = activity above about 50%, passing the limit was not always enough; inconclusive = no clear call, values can overlap the other calls; note: inactives centre near 2
Anthrax LF prot = anthrax lethal factor protease inhibition; P15917; multiplex microsphere protease cleavage assay, LF; inhibition, % at 10 µM; actives 0.12% (n = 360,000); note: plate controls were buffer without enzyme for full effect and enzyme alone for no effect
Target sequence (P15917 whole entry, looked up): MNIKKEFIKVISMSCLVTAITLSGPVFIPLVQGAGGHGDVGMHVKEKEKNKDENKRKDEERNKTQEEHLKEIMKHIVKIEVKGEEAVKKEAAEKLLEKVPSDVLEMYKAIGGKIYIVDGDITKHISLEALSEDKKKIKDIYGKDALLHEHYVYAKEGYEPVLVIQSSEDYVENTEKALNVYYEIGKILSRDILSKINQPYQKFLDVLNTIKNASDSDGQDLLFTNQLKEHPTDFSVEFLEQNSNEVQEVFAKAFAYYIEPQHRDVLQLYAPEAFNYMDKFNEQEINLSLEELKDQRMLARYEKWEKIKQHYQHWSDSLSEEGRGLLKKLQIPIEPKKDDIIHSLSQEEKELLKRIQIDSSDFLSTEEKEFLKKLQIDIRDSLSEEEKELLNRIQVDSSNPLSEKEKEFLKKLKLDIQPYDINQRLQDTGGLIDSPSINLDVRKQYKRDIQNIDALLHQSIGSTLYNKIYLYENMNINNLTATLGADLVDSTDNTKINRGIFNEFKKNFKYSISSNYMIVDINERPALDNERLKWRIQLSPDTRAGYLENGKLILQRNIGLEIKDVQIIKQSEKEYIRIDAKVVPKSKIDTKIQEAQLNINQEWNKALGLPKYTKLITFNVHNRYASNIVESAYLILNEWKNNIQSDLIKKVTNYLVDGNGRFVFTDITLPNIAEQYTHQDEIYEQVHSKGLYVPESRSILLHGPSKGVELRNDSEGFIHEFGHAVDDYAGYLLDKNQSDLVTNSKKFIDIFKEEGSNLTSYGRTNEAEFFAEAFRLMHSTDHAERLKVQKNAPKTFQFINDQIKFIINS
PfHsp40 yeast = compounds rescuing yeast from Plasmodium falciparum HSP40 toxicity. S. cerevisiae expressing PfHsp40, growth rescue, ATP luminescence. growth rescue, % at 12.5 µM. actives 0.68% (n = 340,000); in the data active = growth rescue above about 28%, passing the limit was not always enough; inconclusive = no clear call, values can overlap the other calls;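 note: yeast W303a lacking pdr1 and pdr3 grown in galactose medium; growth measured after three days at 30 °C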
TcdB GH inh = inhibitors of Clostridioides difficile toxin B glycohydrolase; P18177; TcdB glycohydrolase enzymatic assay, plate reader; inhibition, % at 9.99 µM; actives 0.24% (n = 350,000); AID 652162; in the data active = inhibition above about 10%
PrPC surface inh = inhibitors of human cell surface prion protein PrPC; TR-FRET read-out; actives 0.43% (n = 370,000); inhibition, % at 13.8 µM; P04156; AID 720596; in the data active = inhibition above about 24%; note: 0% = median of the test wells and 100% = reference compound wells
BH1578 lux ind = inducers of Vibrio cholerae quorum light production without autoinducers. V. cholerae BH1578 lux reporter, luminescence, 6 h. activation, % at 18.7 µM. actives 0.16% (n = 350,000); in the data active = activation mostly above about 9.7%, no sharp cut-off; inconclusive = no clear call, values can overlap the other calls; inactive = mostly below about 3.7%; note: not every result past the cut was called active; inactives centre near 0; reference of the scale not given here
3CLpro inhibitor = SARS-CoV 3CLpro protease inhibition; actives 0.14% (n = 290,000); inhibition, % at 6 µM; AID 1706; P0C6X7; recombinant SARS-CoV 3CLpro, quenched FRET peptide cleavage; in the data active = inhibition above about 12%
SSB-PriA inh = blocks PriA binding to SSB C-terminal tail; AlphaScreen SSBct-PriA binding, biotinylated peptide; inhibition, % at 33 µM; actives 0.6% (n = 430,000); AID 1272365; in the data active = inhibition mostly above about 37%, no sharp cut-off; inactive = mostly below about 20%;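 note: plate controls were negative control peptide for no effect and reference peptide for full effect; strong numbers were not always called active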
BoNT-A LC inh2 = inhibitors of Botulinum neurotoxin A light chain protease. actives 0.17% (n = 360,000). inhibition, % at 10 µM. multiplex microsphere protease substrate cleavage, flow cytometry; note: plate controls were buffer without enzyme for full effect and enzyme alone for no effect
Numbers without * were called inactive; i = inactive; ? = inconclusive; · = no result given. Cut-off read from the data, not from the text of the source, unless noted: active = inhibition above about 30%; inconclusive = no clear call, values can overlap the other calls; inactive = below that. These rows are one share of the data; rates above refer to the full screens.

smiles	Y pestis TopoI	BH1578 lux ind	SSB-PriA inh	3CLpro inhibitor	TcdB GH inh	PfHsp40 yeast	PrPC surface inh	BoNT-A LC inh2	Anthrax LF prot
O=C(Cn1[nH]c(=O)c2ccccc2c1=O)OCC(=O)c1ccccc1Cl	9.1	-0.3	-0.6	·	1.5	1.1	2.4	-1.7	3.5
CCOC(=O)c1c[nH]n(-c2ccc(C)cc2)c1=O	16.2	-0.2	-7.9	4.0	1.3	0.1	3.7	-0.4	-0.3
Cc1cccc(-c2nnc(SCCOc3ccc4c(C)cc(=O)oc4c3)o2)c1	0.3	i	-7.4	-4.7	·	2.9	-2.5	0.2	0.5
CC(C)(C)S(=O)N1Cc2cc(CO)ccc2[C@@H]1CCO (stereo partly specified)	1.5	i	-16.6	·	0.6	-1.7	1.8	0.0	-2.1
O=C(CCCOc1ccc(Cl)cc1)N1CCCCCC1	11.8	i	-18.3	-2.4	·	0.3	1.7	-0.1	5.5
O=C(NC(=S)Nc1cc([N+](=O)[O-])ccc1O)c1cccnc1	1.6	i	-11.2	2.6	0.4	-1.7	-12.7	-0.1	-1.6
CCOc1ccc(NC(=O)CCC(=O)NNC(=O)c2cccc([N+](=O)[O-])c2)cc1	6.6	·	-3.6	·	0.2	1.8	1.2	-0.2	-1.9
CCC(C)(C)n1nnnc1CN1CCSCC1	1.0	-1.9	-7.9	2.5	-1.5	0.9	9.3	-0.6	-0.8
CCOC(=O)N/N=C/c1ccc(N(CC)CC)cc1O	-10.5	i	·	-2.8	·	-1.1	-1.3	0.4	-1.1
Cc1cc(NC(=O)CSc2nnc(-c3cccnc3)n2C)no1	8.0	i	-12.9	1.7	·	-2.2	2.7	?	0.4
C=CCn1c(SCC(=O)Nc2cc(C)nn2-c2ccccc2)nnc1C1CCCCC1	-3.5	i	-14.1	3.1	·	-2.3	-0.9	?	-3.1
Cc1cccc(OCC(=O)Nc2ccccc2-c2ccccc2)c1	44.6	-2.4	-6.2	-2.3	·	1.2	6.0	1.4	-4.5
CCCCn1c(O)c(C(CC)=NCc2cccnc2)c(=O)[nH]c1=O	3.1	-2.0	11.2	0.3	·	0.9	-5.5	0.5	0.4
COc1c(Cl)cc(Cl)cc1C(=O)Nc1ccc(NC(=O)c2cccs2)cc1	-2.1	i	-13.5	-5.4	·	-1.1	8.5	-0.1	4.5
Nc1nc(Nc2ccccc2F)sc1C(=O)c1ccccc1	-3.1	i	19.4	9.0	-1.0	5.2	-5.6	1.6	-0.3
COc1ccc(C(CNC(=O)C(=O)NC2CCCC2)N2CCN(C)CC2)cc1 (stereo unspecified)	7.6	-5.3	-14.8	·	0.5	-0.6	-0.8	0.6	-1.3
O=C(CSc1n[nH]c(=O)[nH]c1=O)Nc1c(Cl)cc(Cl)cc1Cl	0.5	i	-1.8	·	3.5	0.3	1.6	-0.2	-2.9
Cc1sc2nc(-c3cccnc3)nc(Cl)c2c1-c1ccccc1	21.6	-0.2	-11.3	-3.5	·	?	0.2	4.9	5.6
CC(=O)c1ccc(OCC(O)CNCc2ccc3c(c2)OCO3)cc1 (stereo unspecified)	-5.2	i	-26.3	-0.3	1.8	1.1	-2.3	-0.6	-3.1
CCOC(=O)C1=C(C)N(C[C@@H]2CC[C@@H](Cc3ccc(-c4ccccc4)cc3)O2)C(=O)NC1c1ccc(Cl)cc1 (stereo partly specified)	0.6	i	-12.0	·	0.6	-1.0	1.5	-0.7	-5.0
CCOc1cc(NC(=O)CC(C)C)c(OCC)cc1NC(=O)CCn1nnc2ccccc21	2.9	-0.2	-8.3	-1.0	·	1.1	-2.4	-1.9	-2.4
Cc1cc(NC(=O)c2cccc([N+](=O)[O-])c2)no1	9.8	-0.9	-12.6	1.5	1.9	0.0	-9.6	-4.4	-9.9
COc1ccc2[nH]c3c(c2c1)CCN1C(=O)C(CC(=O)NCCC2=CCCCC2)C[C@H](C(=O)N2CCCCC2)[C@@]31C (stereo partly specified)	19.5	1.1	7.6	·	2.7	1.3	-7.9	-0.7	-1.2
Cc1ccc(NC(=O)CSc2ccccc2NC(=O)c2cccc(Cl)c2)cc1Cl	4.4	-0.3	-12.7	-2.6	-0.7	-2.2	1.4	-0.2	0.6
CC(C)c1nnc(NC(=O)CC23CC4CC(CC(C4)C2)C3)s1	14.6	-0.4	-4.2	-4.0	0.8	0.9	4.5	0.2	-3.0

13 neighbouring compounds from above, for reference:
smiles	Y pestis TopoI	BH1578 lux ind	SSB-PriA inh	3CLpro inhibitor	TcdB GH inh	PfHsp40 yeast	PrPC surface inh	BoNT-A LC inh2	Anthrax LF prot
O=C(Cn1[nH]c(=O)c2ccccc2c1=O)OCC(=O)c1ccccc1Cl	9.1	-0.3	-0.6	·	1.5	1.1	2.4	-1.7	3.5
CCOC(=O)c1c[nH]n(-c2ccc(C)cc2)c1=O	16.2	-0.2	-7.9	4.0	1.3	0.1	3.7	-0.4	-0.3
Cc1cccc(-c2nnc(SCCOc3ccc4c(C)cc(=O)oc4c3)o2)c1	0.3	i	-7.4	-4.7	·	2.9	-2.5	0.2	0.5
CC(C)(C)S(=O)N1Cc2cc(CO)ccc2[C@@H]1CCO (stereo partly specified)	1.5	i	-16.6	·	0.6	-1.7	1.8	0.0	-2.1
O=C(CCCOc1ccc(Cl)cc1)N1CCCCCC1	11.8	i	-18.3	-2.4	·	0.3	1.7	-0.1	5.5
O=C(NC(=S)Nc1cc([N+](=O)[O-])ccc1O)c1cccnc1	1.6	i	-11.2	2.6	0.4	-1.7	-12.7	-0.1	-1.6
CCOc1ccc(NC(=O)CCC(=O)NNC(=O)c2cccc([N+](=O)[O-])c2)cc1	6.6	·	-3.6	·	0.2	1.8	1.2	-0.2	-1.9
CCC(C)(C)n1nnnc1CN1CCSCC1	1.0	-1.9	-7.9	2.5	-1.5	0.9	9.3	-0.6	-0.8
CCOC(=O)N/N=C/c1ccc(N(CC)CC)cc1O	-10.5	i	·	-2.8	·	-1.1	-1.3	0.4	-1.1
Cc1cc(NC(=O)CSc2nnc(-c3cccnc3)n2C)no1	8.0	i	-12.9	1.7	·	-2.2	2.7	?	0.4
C=CCn1c(SCC(=O)Nc2cc(C)nn2-c2ccccc2)nnc1C1CCCCC1	-3.5	i	-14.1	3.1	·	-2.3	-0.9	?	-3.1
Cc1cccc(OCC(=O)Nc2ccccc2-c2ccccc2)c1	44.6	-2.4	-6.2	-2.3	·	1.2	6.0	1.4	-4.5
CCCCn1c(O)c(C(CC)=NCc2cccnc2)c(=O)[nH]c1=O	3.1	-2.0	11.2	0.3	·	0.9	-5.5	0.5	0.4

Going on with the list:
smiles	Y pestis TopoI	BH1578 lux ind	SSB-PriA inh	3CLpro inhibitor	TcdB GH inh	PfHsp40 yeast	PrPC surface inh	BoNT-A LC inh2	Anthrax LF prot
CCCCn1c(=O)nc2n(-c3ccccc3C)c3ccccc3cc-2c1=O	0.3	-0.2	-12.2	-1.5	-1.5	0.0	4.7	6.2	7.6
COc1ccc(Cl)cc1C(=O)NNC(=O)COC(=O)c1cccs1	-5.8	i	5.1	·	0.3	-0.4	-0.8	0.9	-9.5
CC(=O)Nc1ccc(NS(=O)(=O)c2cc(-c3n[nH]c(=O)c4ccccc34)ccc2C)cc1	9.1	i	9.2	3.1	1.5	-0.1	-8.6	4.7	-4.7
CC1=CC(C)(C)N(C(=O)c2ccc(F)cc2)c2cc3c(cc21)OCO3	-5.2	-0.4	8.9	-1.0	·	3.6	5.8	-0.2	1.8
COC(=O)c1cc(OC)c(OC)cc1NC(=O)c1ccccc1C	-3.1	-2.7	-2.8	-3.8	0.3	-1.6	-2.9	0.4	-1.8
O=C(COC(=O)CCN1C(=O)C2CC=CCC2C1=O)NCCc1ccccc1 (stereo unspecified)	10.7	-2.9	-3.7	0.7	-0.1	-1.1	6.1	0.8	-1.4
COc1ccc(/C(CC2OC(=O)c3ccccc32)=N\NC(N)=O)cc1 (stereo unspecified)	1.9	0.5	·	-0.5	1.4	0.4	-1.1	0.5	0.6
COc1cc(NC(=O)COC(=O)CC(NC(C)=O)c2ccccc2)cc(OC)c1 (stereo unspecified)	1.9	-8.8	-5.5	-3.2	-0.3	-0.2	-7.5	-4.0	-5.9
NNC(=O)c1cccc(COc2cccc(Br)c2)c1	3.0	i	-15.1	8.9	·	0.7	4.4	2.0	0.5
CC(=O)C1=C(O)CCC1=NCCc1ccccc1	-0.4	-2.0	-9.0	-0.8	2.4	0.8	-3.7	0.6	2.1
CC1(C)OC2OC(COC(=O)c3ccccc3)C3OC(C)(C)OC3C2O1 (stereo unspecified)	2.1	-0.2	7.6	-2.2	0.7	-0.8	0.9	-0.3	1.3
Cc1c(C(=O)N(C)C2CCCCC2)sc2ncnc(N3CCN(c4ccccc4F)CC3)c12	24.2	i	-5.0	0.2	·	6.3	·	-2.0	-3.5
N#CC(C#N)=Cc1ccc(N2CCCC2)cc1	2.5	-0.2	-7.3	-2.1	0.2	0.2	7.1	0.9	-2.5
C[C@H](NC(=O)[C@@H]1Cc2ccccc2CN1C(=O)OC(C)(C)C)C(=O)NCC1CCCO1 (stereo partly specified)	2.8	-0.4	-8.0	-6.0	0.9	-0.7	6.0	0.2	1.4
O=C(C1COc2ccccc2O1)N1CCN(S(=O)(=O)c2cc(F)ccc2F)CC1 (stereo unspecified)	15.1	i	-14.2	·	2.0	0.5	0.2	0.7	0.9
O=C(O)[C@H](Cc1ccccc1)NC(=O)C(c1ccccc1)(c1ccccc1)c1ccccc1	8.5	-0.8	7.3	7.1	-0.5	2.6	3.6	-0.3	-5.1
Cn1c(SCC(=O)n2c3c(c4ccccc42)CCCC3)nnc1-c1ccccc1	-2.0	2.0	6.0	2.0	·	-0.2	4.7	-0.3	-0.9
O=C(Oc1ccc2ccc(=O)oc2c1)C1CCCCC1	8.3	-0.4	-4.0	1.3	·	-0.9	4.7	0.1	-1.1
COc1ccncc1-c1ccccc1C1=CC(=O)CC(C)(C)C1=O	4.2	-2.3	·	·	2.7	·	-8.8	2.1	6.7
CCN=C1SC(CC(=O)NC(C)c2ccccc2)C(=O)N1CC (stereo unspecified)	-1.9	i	-3.9	1.1	0.1	-0.4	-1.0	-0.1	-0.7
Cc1ccc(N2C(=O)CC(Sc3ccccc3C(=O)O)C2=O)cc1 (stereo unspecified)	7.7	0.0	-11.7	3.0	·	0.0	2.5	-0.4	-0.2
O=C(O)C(c1ccccc1)C1(O)CCCC1 (stereo unspecified)	-2.2	0.6	-3.3	-3.6	·	-0.6	-3.4	-0.3	-3.8
CCOc1ccccc1NC(=O)NCCc1c[nH]c2ccccc12	-3.4	0.1	8.6	6.4	1.6	0.6	8.5	5.0	-8.1
CCOc1nc(-c2ccccc2)ncc1Oc1ccccc1	-6.1	i	-13.3	·	0.8	·	2.1	-0.7	-5.5
COC(=O)c1c(C)nc2ccccc2c1C(=O)O	-5.8	i	0.6	2.1	·	2.4	-4.0	-0.5	0.0
CCCc1cc(=O)oc2c(C)c(OC(C)C(=O)NCC(O)c3ccccc3)ccc12 (stereo unspecified)	2.7	-2.2	-11.5	-4.7	0.9	-0.8	-0.5	0.5	2.0
